S3 lipid droplet: qHTS Assay for Lipid Storage Modulators in Drosophila S3 Cells. AID 2685, 2010. Drosophila S3 cells, BODIPY lipid droplet fluorescence, 18-24 h; cells fed with added oleic acid. Potency in µM for hits, for the others lipid storage change, negative = inhibition, % at the top dose, mostly 46.1 µM. actives 0.64% (n = 320,000); active = well fitted inhibition curve with a large enough effect in the signal ratio, with a control signal flat, not every such curve was filed as active; inconclusive = small, poorly fitted or top-dose-only effect, or effect the other way, or a change in a side signal; the % refers to the signal ratio
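Drosophila S3 cells loaded with oleic acid (400 uM, as added) and compounds at several concentrations; lipid droplets imaged by 488-nm laser-scanning cytometry, 500–530 nm intensity and object ratio to cell channel. Percent activity normalized to 20 uM Triacsin C.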
S3 lipid droplet cell count max: further read-out of S3 lipid droplet, marked with its call; cell number change, %; measured here: cell count max response;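 cells counted by Cell Tracker Red CMTPX staining in the red channel; peak over a dose series mostly up to 46.1 µM; percent activity relative to internal control wells on each plate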
Starred values were filed as active, the others as inactive; i = inactive; ? = inconclusive; / = no result given. % is scaled to controls: 0 for no effect and ±100 for the full control effect; potency is read from the fitted curve at half-maximal effect. An excerpt; count on the stated rates, not on these rows.

SMILES | S3 lipid droplet | S3 lipid droplet cell count max
Cc1cccc(NC(=O)CN(CC2CCCO2)C(=O)c2cc3ccccc3o2)c1C (stereo not given) | ? | /
CN(C)S(=O)(=O)c1ccc(C(=O)N2CCN=C2SCc2cccnc2)cc1 | 7% | 2
O=C(CC(NS(=O)(=O)c1ccc(Cl)cc1)c1ccco1)NCc1cccnc1 (stereo not given) | i | 12
O=C(Nc1ccc(C#Cc2ccccc2)cc1)C1CC1 | i | /
Cn1c(=O)cc(OCC(=O)N2CCCc3ccccc32)c2ccccc21 | ? | /
COc1cc(C=O)c(Br)cc1OCC(=O)NCCc1ccccc1 | 14% | 8
COc1ccccc1C(CNC(=O)c1cc(C)nc2ccccc12)N(C)C (stereo not given) | i | 9
COc1ccc(OCC(=O)Nc2ccccc2C(=O)NC2CC2)cc1 | ? | /
CC1(C)CC(=O)c2cc(OCC(=O)NCCN3CCOCC3)ccc2O1 | i | 21
O=C(Nc1ccc(OC(F)(F)F)cc1)Nc1cccnc1 | 3% | -8
O=C(NC1CCCC1)c1cccnc1N1CCCCCC1 | ? | /
CCN(CC(=O)Nc1c(F)cccc1F)C(=O)CCc1ccc(OC)cc1 | ? | /
CCOc1ccc(C(=O)/C=C/c2ccccc2C(F)(F)F)cc1 | -21% | 7
O=C(COc1ccc(Cl)cc1Cl)NNC(=S)NCc1ccco1 | ? | /
CCN=C1S/C(=C\c2ccc(Sc3ccc(Cl)cc3)o2)C(=O)N1CC | 21% | -2
CCOC(=O)Cc1csc(NC(=O)CSc2nnc(C)n2C)n1 | ? | /
O=S1(=O)N=C(N=Nc2c(O)[nH]c3ccccc23)c2ccccc21 | ? | /
O=C1C(Cc2ccccc2)Nc2ncnc(N3CCN(c4ccccc4)CC3)c2N1Cc1ccc(Cl)cc1 (stereo not given) | ? | /
CCCCNCc1nc2ccccc2c(=O)[nH]1 | ? | /
CCOC(=O)c1c(NC(=O)CN2CCOCC2)sc2c1CCCC2=O | 6% | -20
COC(=O)c1ccccc1NC(=O)Oc1ccc(F)cc1 | 11% | 9
CC(C)NS(=O)(=O)c1ccc(CCC(=O)Nc2ccc3c(c2)OCCO3)cc1 | 2% | 6
Clc1ccc(-n2nnnc2-c2cnc(-c3ccncc3)nc2-c2cccs2)cc1 | -7% | -14
Cc1ccc(C)c(S(=O)(=O)N2CCN(C(=O)C3CCN(C(=O)c4ccc(F)cc4)CC3)CC2)c1 | -13% | 24
CC(=O)Nc1ccc(S(=O)(=O)N2CCSC2)cc1 | ? | /
Nc1ccccc1SCC(=O)Nc1ccc(N2CCOCC2)cc1 | 0% | /
Cc1ccc(C(=O)CSc2nnc(COc3ccc(C#N)cc3)n2-c2ccccc2)cc1 | 3% | 0
CCc1nc(SCC(=O)Nc2ccccc2C(=O)OC)n[nH]1 | ? | /
Cc1cc(NS(=O)(=O)Cc2ccccc2)cc(C)c1OCC(=O)N1CCOCC1 | ? | /
O=C(COc1cc2oc(=O)c3c(c2cc1Cl)CCC3)NCC1CCC(C(=O)O)CC1 (stereo not given) | i | 5
O=C(CC1C(=O)N(c2ccc(Cl)cc2)C(=S)N1CCc1ccncc1)Nc1ccc(F)cc1 (stereo not given) | 16% | -6
CCn1ccnc1CN(C)C(=O)c1cc(COc2c(F)cccc2F)on1 | 28% | 15
CCOC(=O)CNC(=O)N1CCCC(N(C)CCc2ccccc2)C1 (stereo not given) | ? | /
N#Cc1c([N+](=O)[O-])cc([N+](=O)[O-])cc1S(=O)(=O)Cc1ccccc1 | ? | /
Cc1ccccc1C(=O)Nc1ccnn1C1CCN(Cc2ccncc2)CC1 | 2% | 7
Cc1ccc(-n2nc(C)c3c2OC(N)=C(C#N)C3c2ccc(C)o2)cc1 (stereo not given) | 9% | -12
CC(=O)Nc1ccc2nc(-c3ccco3)[nH]c2c1 | ? | /
COc1ccc(Cl)cc1S(=O)(=O)n1ccnc1 | 16% | 0
Cc1ccc(-n2ncc3c(=O)n(CC(=O)N(C)C)cnc32)cc1 | ? | /
COc1cc(OC)cc(C(=O)NC2CCN(Cc3nnnn3Cc3cccs3)CC2)c1 | ? | /
Cc1cc(C(=O)N/N=C2\CCCC(C)C2)n[nH]1 (stereo not given) | ? | /
CC(=O)NC(=S)Nc1ccc(NC(=O)COc2ccc(C(C)C)cc2)cc1 | -2% | 5
CCC(=O)Nc1ccc(N2CCOCC2)c(S(=O)(=O)Nc2ccc(Cl)cc2)c1 | -45% | -19
N#Cc1ccc(CN2CCN(C(=O)CNC(=O)Cc3ccccc3)CC2)cc1 | ? | /
COc1ccc(-c2cc(=O)oc3c(C)c(O)c(CN(C)C)cc23)cc1 | ? | /

Look-ups from the results shown.
COc1ccc(Cl)cc1S(=O)(=O)n1ccnc1 in S3 lipid droplet → 16%
CC1(C)CC(=O)c2cc(OCC(=O)NCCN3CCOCC3)ccc2O1 in S3 lipid droplet cell count max → 21
O=C(CC(NS(=O)(=O)c1ccc(Cl)cc1)c1ccco1)NCc1cccnc1 (stereo not given) in S3 lipid droplet cell count max → 12

Entries of single compounds as entered above. Order of values: S3 lipid droplet, S3 lipid droplet cell count max
Cc1ccc(-n2ncc3c(=O)n(CC(=O)N(C)C)cnc32)cc1 in the list: ?, /
N#Cc1ccc(CN2CCN(C(=O)CNC(=O)Cc3ccccc3)CC2)cc1 in the list: ?, /
COc1cc(OC)cc(C(=O)NC2CCN(Cc3nnnn3Cc3cccs3)CC2)c1 in the list: ?, /
CCOC(=O)CNC(=O)N1CCCC(N(C)CCc2ccccc2)C1 (stereo not given) in the list: ?, /
CCC(=O)Nc1ccc(N2CCOCC2)c(S(=O)(=O)Nc2ccc(Cl)cc2)c1 in the list: -45%, -19

The list continues:
SMILES | S3 lipid droplet | S3 lipid droplet cell count max
CN(C)C(=O)CN1CCN(Cc2cn(C)nc2-c2ccc3c(c2)OCCO3)CC1 | ? | /
COc1ccccc1C(=O)N/C(=C\c1cn(S(=O)(=O)N(C)C)c2ccccc12)C(=O)N1CCCCC1 | ? | /
Cc1nnc(NC(=O)c2oc3cc(C)c(C)cc3c2C)s1 | 4% | 28
C=CCOc1ccc(CNC(C)(C)C)cc1OC | ? | /
CC(C)=C1SC(N2CCN(Cc3ccccc3)CC2)=NC1=O | ? | /
Cc1ccc(C)c(S(=O)(=O)N/N=C/c2ccc(N(C)C)cc2)c1 | -3% | -13
COc1ccc(N2CCC(CNC(=S)Nc3cc(C)cc(C)c3)C2)cc1 (stereo not given) | 14% | -6
CC12CCC(=O)N1C(C(=O)N1CCN(S(=O)(=O)c3ccccc3F)CC1)CS2 (stereo not given) | ? | /
COc1cc(Cl)c(C)cc1NC(=O)CSc1nnc(-c2cccnc2)n1Cc1ccco1 | ? | /
O=C(CCC1COc2ccccc2O1)Nc1ccccn1 (stereo not given) | i | /
O=C(COc1ccccc1)Nc1ccc(-c2ccc(N3CCOCC3)nn2)cc1 | ? | /
Cn1c(=O)c2c(ncn2CCCC(=N)N2CCOCC2)n(C)c1=O | ? | /
COc1ccc(CCN2C(=O)c3cccnc3C2=O)cc1OC | ? | /
O=C(CSc1ccccn1)Nc1ccc2c(c1)oc1ccccc12 | ? | /
Cc1ccc(OCc2cc(C(=O)N3CCN(C4CCCCC4)CC3)no2)cc1C | ? | /
CC(C)C[C@H](NC(=O)c1nc[nH]c1C(=O)NC(c1ccccc1)c1ccccc1)C(=O)OCc1ccccc1 | 0% | 7
Cc1ccc(N2CCN(S(=O)(=O)c3ccc(C)cc3)CC2)cc1 | ? | /
C/C(Cl)=C\Cn1c(N2CCCC2)nc2c1c(=O)n(C)c(=O)n2C | -9% | -14
NC(=S)Nc1ccc(S(=O)(=O)c2ccc(NC(N)=S)cc2)cc1 | ? | /
COCCn1c(-c2ccc(NC(C)=O)cc2)nc2c1c(=O)[nH]c(=O)n2CC(C)C | ? | /
C=CCn1c(=O)c(C(=O)NCCc2ccc(Cl)cc2)c(O)c2cc(OC)c(OC)cc21 | ? | /
COc1ccc(NC(=O)CN(C)C(=O)c2ccccc2Sc2ncnc3sc(C)c(C)c23)cc1 | i | -20
O=C(c1ccc(Cl)c(Cl)c1)c1cnc(Nc2ccccc2)s1 | ? | /
CCc1ccccc1NC(=O)c1cc(C)no1 | ? | /
CCOc1cc(C(=O)NCc2ccco2)cc(OCC)c1OCC | ? | /
C/C(=N\N1C(=O)c2ccccc2C1=O)c1cccc([N+](=O)[O-])c1 | 6% | 8
CCN(CC)Cc1nc2c(c(=O)[nH]1)C1(CCCCC1)Cc1ccccc1-2 | i | /
Cc1ccc(CN2CCN(CC(C)C)C(CCO)C2)s1 (stereo not given) | 7% | 20
O=C(NNc1ccc(F)cc1F)C1CCC1 | -6% | -3
Cn1c2c(c(=O)n(C)c1=O)CN(CCc1ccccc1)CN2 | ? | /
COc1ccc(NC(=O)c2cc(OC)c(OC)c(OC)c2)cc1S(=O)(=O)N1CCCCC1 | ? | /
COc1ccc2nc3ccccc3nc2c1 | 19% | -9
O=C(Nc1ccccc1)Nc1cccn(Cc2c(F)cccc2Cl)c1=O | -8% | -8
COCCOC(=O)c1c(NC(=O)CN(C)c2ccccc2)sc(C(N)=O)c1C | -6% | /
Cc1cc(C)c(NC(=O)OCCN2CCOCC2)c(C)c1 | 11% | 4
CCCCCCCC[n+]1c(C)n(-c2ccccc2)c2ccc(NC(C)=O)cc21 | ? | /
CC(C)CNC(=S)N(CCN(C)C)Cc1cc2cc3c(cc2[nH]c1=O)OCO3 | -22% | 11
CCOc1cc(NC(=S)Nc2cccc(C)c2)c(OCC)cc1NC(=O)CC(C)C | 0% | -14
CC(C)(C)[C@H]1C=C(C(=O)N2CCN(Cc3ccccc3)CC2)O[C@@H](OCc2ccc(CO)cc2)C1 | ? | /
O=C(CCNS(=O)(=O)c1cccc(Cl)c1)OCC(=O)N1CCN(C(=O)c2ccco2)CC1 | ? | /
Cc1ccc2nc(NC(=O)C3=NN(c4ccccc4)C(=O)CC3)sc2c1 | -8% | 0
Cc1[nH]n(-c2ccccc2)c(=O)c1CCOC(=O)c1cccc(C(F)(F)F)c1 | 8% | -1
Cn1c(=O)n(Cc2ccc(F)cc2)c(=O)c2c1nc1n2CCCN1C1CCCCC1 | 23% | 13
CC(C)C(NC(=O)C1CCC(C(C)(C)C)CC1)C(=O)NCc1cccnc1 (stereo not given) | ? | /
COCCN=c1scc(-c2ccccc2)n1/N=C/c1c[nH]c2ccccc12 | -10% | -10
Cc1ccccc1SCC(=O)N/N=C/c1ccc(F)cc1 | ? | /
CC1=NN(c2nc3ccccc3[nH]2)C(=O)/C1=C/N(C)C | -1% | 7
Cc1cc(C)c(OCCNCc2ccccc2)c(C)c1 | ? | /
Cc1cccc(C(=O)NNC(=O)c2ccc(Cl)cc2)c1O | i | /
O=C(CC1S/C(=N\S(=O)(=O)c2ccccc2)N(c2ccccc2)C1=O)Nc1ccc(F)cc1 (stereo not given) | ? | /
Cc1cccc(N2C(=O)C3C4C=CC(C5CC45)C3C2=O)n1 (stereo not given) | 16% | -17
Cc1ccc(NC(=O)c2ccccc2Br)cc1S(=O)(=O)N(C)C | ? | /
CC(C)(C)c1nnc(NC(=O)C2CCN(C(=O)c3ccco3)CC2)s1 | -29% | 13
CCN(CC(=O)Nc1c(F)cccc1F)C(=O)CCC(=O)c1ccc(C)cc1 | 15% | -20
COC(=O)c1ccc(NC(=S)N2CCN(Cc3ccccc3Cl)CC2)cc1 | 10% | 14
NC(=O)CC(NC(=O)c1cccc(Br)c1)c1ccc(N2CCCCCC2)c([N+](=O)[O-])c1 (stereo not given) | ? | /
CN1CCN(C(=O)c2cnn(-c3ccccc3)c2NC(=O)c2ccc([N+](=O)[O-])cc2)CC1 | i | 10
CCCCc1cc(=O)oc2c(CN3CCCC3)c(O)c(Cl)cc12 | ? | /
Cc1cccc2c(C(=O)N3CCN(c4ccccn4)CC3)cc(-c3cccc(Br)c3)nc12 | ? | /
O=C(CC1C(=O)NCCN1Cc1ccc(Cl)c(F)c1)NC1CCC1 (stereo not given) | ? | /

Some of these compounds in order of molecular weight, lowest first:
SMILES | S3 lipid droplet | S3 lipid droplet cell count max
Cc1cccc(N2C(=O)C3C4C=CC(C5CC45)C3C2=O)n1 (stereo not given) | 16% | -17
Cc1ccccc1SCC(=O)N/N=C/c1ccc(F)cc1 | ? | /
Cc1ccc(NC(=O)c2ccccc2Br)cc1S(=O)(=O)N(C)C | ? | /

Remaining list, next part:
SMILES | S3 lipid droplet | S3 lipid droplet cell count max
Cc1ccc(N/C(=N/S(=O)(=O)c2cccs2)c2ccccc2)c(C)c1 | 3% | 16
COc1cc(OC)cc(-c2nc3nc(C)c(CCC(=O)NCc4ccco4)c(C)n3n2)c1 | i | -2
COc1cccc2cc(C(C)N(CCCN3CCOCC3)C(=S)Nc3cc(C)cc(C)c3)oc12 (stereo not given) | -3% | -8
CCOC(=O)Cn1ccc(NC(=O)c2ccc3c(c2)OCO3)n1 | i | 6
CCOC(=O)C1CCCN(c2nc3ccccc3nc2C(C#N)C(=O)OCC)C1 (stereo not given) | 5% | 2
CC1C(=O)C(C)C(c2ccc3c(c2)OCO3)NC1c1ccc2c(c1)OCO2 (stereo not given) | ? | /
CN(CCc1ccccn1)C1CCCN(S(=O)(=O)c2ccc(F)c(Cl)c2)C1 (stereo not given) | ? | /
CC(/C=C/c1ccccc1F)=N\NC(=O)c1ccc(Cl)cc1 | 5% | 6
N#C/C=C\Oc1ccc(Cl)cc1N | ? | /
c1coc(-c2nc3c4c5c(sc4ncn3n2)CCCC5)c1 | ? | /
